ELG1 genotox: genotoxicity induction in ELG1-luciferase HEK293T cells; HEK293T ELG1-luciferase reporter, luminescence, 16 h; Potency, µM (doses to about 46 µM), for the others: top-dose activity change, positive = activation, actives largely listed as activators; 1.3% of 330,000 active; AID 504466; also: % of control where 0% means no effect; nearly all actives have a fitted effect of over 60% in size
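HEK293T cells expressing luciferase-tagged ELG1 were exposed to compound or DMSO vehicle for 16 hr at 37 °C and 5% CO2. Luciferase activity was then measured with ONE-Glo after 30 min at room temperature.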
FLuc counter: inhibits or activates purified firefly luciferase, miR-21 counter-screen; Potency, µM (doses to about 57.5 µM), without a hit: at the top dose activity change, negative = inhibition, usual class: inhibitors; P08659; AID 588342; purified FLuc, Km substrates, luminescence inhibition; 6.9% of 360,000 active;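 also: plate controls were vehicle for no effect and reference inhibitor for full effect; nearly all actives have a fitted effect of over 55% in size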
Target sequence (P08659 whole entry, looked up): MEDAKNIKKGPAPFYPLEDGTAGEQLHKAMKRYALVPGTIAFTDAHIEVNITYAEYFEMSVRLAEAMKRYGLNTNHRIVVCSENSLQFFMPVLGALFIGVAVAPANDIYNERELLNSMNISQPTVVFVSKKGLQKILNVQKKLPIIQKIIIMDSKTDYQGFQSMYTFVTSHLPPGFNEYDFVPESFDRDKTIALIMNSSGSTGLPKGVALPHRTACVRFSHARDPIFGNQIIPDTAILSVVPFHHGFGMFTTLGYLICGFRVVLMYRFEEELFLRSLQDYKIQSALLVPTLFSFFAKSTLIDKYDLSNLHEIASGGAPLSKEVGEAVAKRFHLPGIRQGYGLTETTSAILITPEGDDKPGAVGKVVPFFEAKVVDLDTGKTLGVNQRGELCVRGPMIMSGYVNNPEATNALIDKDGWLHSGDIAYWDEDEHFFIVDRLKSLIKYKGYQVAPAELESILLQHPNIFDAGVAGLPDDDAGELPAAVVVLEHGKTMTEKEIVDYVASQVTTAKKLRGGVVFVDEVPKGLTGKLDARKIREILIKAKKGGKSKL
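Purified P. pyralis luciferase, 10 nM final, with Km-level 10 uM D-luciferin and 10 uM ATP in 50 mM Tris acetate pH 7.5, 10 mM Mg acetate, 0.01% Tween-20, 0.05% BSA; 6-point qHTS titration about 60 µM downward; luminescence read.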
RORg inh: ROR gamma (mouse) transcription inhibition. P51450. Drosophila S2 Gal4-RORgamma UAS-luciferase reporter, 20 h. Potency, µM (doses to about 53.6 µM), for inactives: at the highest dose activity change, negative = inhibition, actives largely listed as inhibitors. 5.4% of 310,000 active; also: % is scaled to controls: 0 for no effect and ±100 for the full control effect; nearly all actives have a fitted effect of over 60% in size
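ROR gamma transcriptional activity was tracked as Gal4-UAS luciferase output in stably transfected Drosophila Schneider cells, with compound added 1 hr before 700 uM copper sulfate induction and a 20 hr ambient-temperature incubation.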
uPA surface inh: inhibitors of cell surface uPA generation | cell surface uPA generation assay, qHTS | Potency, µM (titrated, usually from 38.3 µM), without a hit: top-dose activity change, negative = inhibition, hits mostly inhibitors | 0.31% of 330,000 active | AID 540303; active = well fitted inhibition curve with a large enough effect; inconclusive = small, poorly fitted or top-dose-only effect; inactive = no such curve, though single readings can be large or run the other way; tested in mouse RAW 264.7 cells; also: % is scaled to controls: 0 for no effect and ±100 for the full control effect; nearly all actives have a fitted effect of over 55% in size
Rab9 promoter act: Rab9 promoter activation; Huh7 Rab9 promoter-luciferase reporter, luminescence, 24 h; 2.8% of 320,000 active; Potency, µM (series often up to 9.22 µM), inactives show top-dose activation, negative = inhibition, usual class: activators; also: % of control where 0% means no effect; nearly all actives have a fitted effect of over 60% in size
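Luciferase signal after 10 min detection reagent at ambient indicates Rab9 promoter upregulation; stably transfected Huh7 cells were treated 24 h with compound in DMSO at 37 °C, 5% CO2.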
BRCA1 expr up: increases BRCA1 expression; MCF7-BRCA1-FFLuc reporter, luminescence, 48 h; response scale: scaled: vehicle 0%, 10 µM genistein 100%; Potency, µM (doses to about 46.1 µM), for the others: at the highest dose activation, hits mostly activators; 1.1% of 380,000 active; AID 624202; also: nearly all actives have a fitted effect of over 80% in size; some results filed as inactive show a strong effect at the top dose
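Reporter cells (MCF7, BRCA1 promoter-firefly luciferase) received library compounds across a concentration series for 48 h. End-point luminescence was measured and concentration-effect curves derived after normalization.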
p53 reactivation: restores transcriptional activity of mutant p53. H1299 p53-A138V BP100-luciferase reporter, luminescence, 24 h. Potency, µM (titrated, usually from 92.2 µM), inactives show at the highest dose activity change, positive = activation, hits mostly activators. 0.063% of 320,000 active. AID 504706; also: % of control where 0% means no effect; nearly all actives have a fitted effect of over 45% in size
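p53-null H1299 cells stably carrying temperature-sensitive p53-A138V and a BP100-luciferase reporter were pinned with compounds (4-point, 1:5 series) and held 24 hrs at 37 deg C. Luminescence was read 10 min after detection reagent.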
NPC1 promoter act: activators of NPC1 promoter; Huh7 NPC1 promoter luciferase reporter, 24 h; Potency, µM (series often up to 9.22 µM), inactives show at the highest dose activation, actives largely listed as activators; 2.4% of 320,000 active; AID 485313;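 also: % of control where 0% means no effect; nearly all actives have a fitted effect of over 60% in size; reporter is driven by a mutant NPC1 promoter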
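Compounds in DMSO were transferred onto Huh7 NPC1-luciferase reporter cells pre-incubated 2 h; after 24 h at 37 °C, Amplite reagent was dispensed and luminescence recorded 10 min later.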
MBNL1-CUG inh: inhibitors of human MBNL1 binding to CUG repeat RNA; Potency, µM (titrated, usually from 57.5 µM), for the others: top-dose activity change, negative = inhibition, hits mostly inhibitors; TR-FRET MBNL1-His/biotin-(CUG)12 binding, 665/545 ratio; 0.036% of 280,000 active; Q9NR56; active = well fitted inhibition curve with a large enough effect in the signal ratio, with a control signal flat, not every such curve was filed as active; inconclusive = small, poorly fitted or top-dose-only effect, or effect the other way, or a change in a side signal; inactive = no such curve, though single readings can be large or run the other way; the % refers to the signal ratio; also: % is scaled to controls: 0 for no effect and ±100 for the full control effect
Target sequence (Q9NR56 whole entry, looked up): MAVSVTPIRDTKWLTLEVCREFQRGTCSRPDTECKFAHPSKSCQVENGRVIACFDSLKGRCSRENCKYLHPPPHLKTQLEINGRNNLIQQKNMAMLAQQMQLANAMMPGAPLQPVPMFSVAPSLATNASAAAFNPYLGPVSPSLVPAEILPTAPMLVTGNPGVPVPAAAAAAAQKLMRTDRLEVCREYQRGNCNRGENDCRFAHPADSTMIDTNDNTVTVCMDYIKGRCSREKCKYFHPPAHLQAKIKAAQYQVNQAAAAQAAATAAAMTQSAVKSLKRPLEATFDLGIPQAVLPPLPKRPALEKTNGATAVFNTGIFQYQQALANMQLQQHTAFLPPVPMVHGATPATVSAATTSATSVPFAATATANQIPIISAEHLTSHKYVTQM
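Compound titration spanned 92 nM–58 uM against the MBNL1-His/biotin-(CUG)12 complex. After 60 min at room temperature with 5 nM streptavidin-XL665 and 0.055 ng/ul terbium anti-His, ratiometric 665/545 nm emission (Ex 340 nm) normalized to controls.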
Gal4-VP16 FLuc: inhibits Gal4-VP16 luciferase reporter, ROR gamma counter-screen; Drosophila S2 Gal4-VP16 UAS-luciferase, luminescence, 20 h; Potency, µM (highest dose often 53.6 µM), without a hit: at the top dose activity, negative = inhibition, usual class: inhibitors; 3.5% of 310,000 active;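 also: Gal4-VP16 expression switched on by copper sulfate through the metallothionein promoter; % is scaled to controls: 0 for no effect and ±100 for the full control effect; nearly all actives have a fitted effect of over 50% in size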
Starred values were filed as active, the others as inactive; ? = inconclusive; nt = no result given; & = joins results of further samples; [ ] = remark or other dose. Unless noted, calls follow the shape of the dose curve; as a rule, active = well fitted curve in the direction sought with a large enough effect; inconclusive = small, poorly fitted or top-dose-only effect, or another doubt; inactive = no such curve, though single readings can be large; an effect the other way counts as inactive or inconclusive. Potency is read from the fitted curve at half-maximal effect.

smiles,ELG1 genotox,FLuc counter,RORg inh,uPA surface inh,Rab9 promoter act,BRCA1 expr up,p53 reactivation,NPC1 promoter act,MBNL1-CUG inh,Gal4-VP16 FLuc
CSc1sc(-c2n[nH]c(=S)n2C)c2c1C=CCC2,0%,-3%,?,2%,0%,-10%,-6%,-6%,27%,-5%
O=C(c1cc(-n2cnnc2)ccc1Cl)N1CCN(c2nc(-c3ccccc3)cs2)CC1,-6%,-1%,?,-12%,2%,-46%,7%,-2%,-1%,-7%
O=c1[nH]c2ccc(Cl)cc2c(O)c1-c1ccccc1,1%,9.5µM*,1%,-4%,-3%,5%,18%,1%,-1%,-10%
O=C(OCc1nnc(-c2ccc([N+](=O)[O-])cc2)o1)C1CCN(C(=O)c2ccc(Cl)cc2)CC1,11%,1%,nt,2%,-3%,-1%,13%,-1%,nt,nt
CCc1cccc2c(SCC(=O)NCC3CCCO3)nc(-c3ccc(F)cc3)nc12 (stereo unspecified),-5%,7%,34%,4%,-6%,-7%,-4%,-7%,?,-9%
CS(=O)(=O)N(Cc1ccco1)CC(O)Cn1c2ccccc2c2ccccc21 (stereo unspecified),-11%,-9%,-27%[0.365 µM],-2%,3%,0%,-10%,0%,-7%,nt
CNC(=O)NNC(=O)c1csc(-c2ccc(C(F)(F)F)cc2Cl)n1,-4%,-5%,1%,4%,0%,-35%,-4%,-1%,-13%,3%
NC(=O)CCS(=O)(=O)CCN1CCN(S(=O)(=O)c2ccc3c(c2)CCC3)CC1,2%,8%,nt,-2%,2%,-29%,-2%,-1%,nt,nt

New compounds follow.
smiles,ELG1 genotox,FLuc counter,RORg inh,uPA surface inh,Rab9 promoter act,BRCA1 expr up,p53 reactivation,NPC1 promoter act,MBNL1-CUG inh,Gal4-VP16 FLuc
CCC(C)C(=O)Nc1nnc(SCC(=O)NC2CCCCC2)s1 (stereo unspecified),0%,-2%,-28%,3%,-8%,-1%,-3%,0%,0%,1%
Cc1[nH]n(-c2c(Cl)cc(Cl)cc2Cl)c(=O)c1C=Nc1ccc(S(=O)(=O)N2CCOCC2)cc1,0%,5%,0%,5%,4%,2%,-2%,0%,nt,20%
COc1cc(/C=C/C(=O)O)cc(S(=O)(=O)NCc2ccco2)c1OC,1%,1%,-8%,1%,1%,1%,3%,0%,-9%,1%
COc1ccc(/C=C/C(=O)OCC(=O)Nc2cccc(Oc3ccccc3)c2)c(OC)c1,3%,?,?,1%,-5%,14%,-1%,-1%,4%[11.5 µM],-14%
O=C(COc1ccc(-c2nnco2)cc1)NC1CCCc2ccccc21 (stereo unspecified),0%,-1%,20%,3%,2%,0%,-6%,0%,2%,-3%
CC(C)Cn1nc(C(=O)Nc2cccc(S(=O)(=O)N3CCCC3)c2)c2ccccc2c1=O,-3%,nt,nt,3%,4%,-32%,-9%,0%,nt,nt
COc1ccc(NC(=O)C2CC(c3c(F)cccc3Cl)=NO2)cc1OC (stereo unspecified),-4%,-3%,?,-5%,10%,-1%,nt,13%,-4%,3%
Cc1c(C(=O)N(C)C2CCCCC2)sc2ncnc(N3CCN(c4ccccc4F)CC3)c12,-11%,-2%,15%,-2%,3%,0%,21%,2%,7%,-14%

(continued)
smiles,ELG1 genotox,FLuc counter,RORg inh,uPA surface inh,Rab9 promoter act,BRCA1 expr up,p53 reactivation,NPC1 promoter act,MBNL1-CUG inh,Gal4-VP16 FLuc
COCCNC(=O)Cn1cc2c(n1)CCCCC2,-5%,0%,-26%,9%,-3%,18%,?,0%,-5%,20%
COc1ccc(NC(=O)CC(C)C)c(OC)c1,1%,3%,24%,-3%,-2%,-1%,3%,1%,-16%,-1%
O=C(COc1ccc(Br)cc1)N1CCN(S(=O)(=O)/C=C/c2ccccc2)CC1,-7%,0%,?,-42%,2%,-30%,3%,-1%,-3%,2%
CC(=O)Nc1ccc(/C=N/NC(=O)c2cccc(S(=O)(=O)N3CCOCC3)c2)cc1,-2%,0%,6%,-7%,2%,12%,9%,-1%,?,-10%
CCOC(=O)C1CCN(c2c(NCCCN(CC)c3ccccc3)c(=O)c2=O)CC1,-1%,1%,3%,nt,-10%,-8%,2%,-1%,-6%,8%
Cc1ccc(NC(=O)c2cccc(OCc3c(C)noc3C)c2)cc1S(=O)(=O)Nc1ccccc1Cl,-6%,-11%,36%,3%,-1%,-49%,14%,0%,-17%,1%
CCOC(=O)Cc1c(C)nc2c(-c3cccc(Br)c3)c[nH]n2c1=O,-11%,21µM*,4.5µM*,-6%,1%,-81%,3%,2%,-4%,14µM*
O=C(Nc1ccccc1)c1sccc1Oc1ccc([N+](=O)[O-])cc1F,-4%,-16%,-30%,6%,8%,9%,8%,-2%,?,-5%

More results.
smiles,ELG1 genotox,FLuc counter,RORg inh,uPA surface inh,Rab9 promoter act,BRCA1 expr up,p53 reactivation,NPC1 promoter act,MBNL1-CUG inh,Gal4-VP16 FLuc
O=C(O)C(Cc1cc(Cl)ccc1Cl)Sc1nc2ccccc2[nH]1 (stereo unspecified),-2%,1%,-27%,8%,1%,-10%,-3%,3%,-7%,-2%
O=C(Cn1nnc(-c2ccncc2)n1)NCCc1ccccc1,-4%,0%,9%,5%,-2%,11%,-5%,-2%,4%,-12%
Nc1ncnc2c1ncn2CCNCCc1ccccc1,5%,0%,-15%,-7%,-2%,-8%,-1%,-2%,-3%,1%
CCCn1c(N)c(Sc2ccccc2[N+](=O)[O-])c(=O)n(CCC)c1=O,-3%,-1%,-14%,1%,-2%,1%,-5%,-1%,?,4%
CC(C)=CCN1CCN(Cc2cccn2-c2ccccn2)CC1CCO (stereo unspecified),-1%,-16%,?,-2%,1%,-3%,-3%,13%,-12%,1%
Cc1ccc(C(=O)NNC(=O)c2cccc(C)c2)cc1,-5%,-1%,0%,0%,-1%,?,2%,-5%,-2%,6%
COC(=O)c1ccc(Cl)c(NC(=O)CN(c2ccc3c(c2)OCO3)S(C)(=O)=O)c1,-7%,4%,0%,nt,-2%,-35%,-20%,-2%,6%,1%
Cc1ccc(O)c(-c2cc(C(F)(F)C(F)F)nc(-c3ccccc3)n2)c1,-1%,-1%,-1%,4%,-1%,-36%,0%,-6%,13%,-1%

No new results follow: entries from further up.
smiles,ELG1 genotox,FLuc counter,RORg inh,uPA surface inh,Rab9 promoter act,BRCA1 expr up,p53 reactivation,NPC1 promoter act,MBNL1-CUG inh,Gal4-VP16 FLuc
Cc1ccc(C(=O)NNC(=O)c2cccc(C)c2)cc1,-5%,-1%,0%,0%,-1%,?,2%,-5%,-2%,6%
COC(=O)c1ccc(Cl)c(NC(=O)CN(c2ccc3c(c2)OCO3)S(C)(=O)=O)c1,-7%,4%,0%,nt,-2%,-35%,-20%,-2%,6%,1%

Arranged by count of non-hydrogen atoms (ascending): part of the list above.
smiles,ELG1 genotox,FLuc counter,RORg inh,uPA surface inh,Rab9 promoter act,BRCA1 expr up,p53 reactivation,NPC1 promoter act,MBNL1-CUG inh,Gal4-VP16 FLuc
Cc1ccc(C(=O)NNC(=O)c2cccc(C)c2)cc1,-5%,-1%,0%,0%,-1%,?,2%,-5%,-2%,6%
Nc1ncnc2c1ncn2CCNCCc1ccccc1,5%,0%,-15%,-7%,-2%,-8%,-1%,-2%,-3%,1%
O=C(O)C(Cc1cc(Cl)ccc1Cl)Sc1nc2ccccc2[nH]1 (stereo unspecified),-2%,1%,-27%,8%,1%,-10%,-3%,3%,-7%,-2%
CCCn1c(N)c(Sc2ccccc2[N+](=O)[O-])c(=O)n(CCC)c1=O,-3%,-1%,-14%,1%,-2%,1%,-5%,-1%,?,4%
Cc1ccc(O)c(-c2cc(C(F)(F)C(F)F)nc(-c3ccccc3)n2)c1,-1%,-1%,-1%,4%,-1%,-36%,0%,-6%,13%,-1%

(continued)
smiles,ELG1 genotox,FLuc counter,RORg inh,uPA surface inh,Rab9 promoter act,BRCA1 expr up,p53 reactivation,NPC1 promoter act,MBNL1-CUG inh,Gal4-VP16 FLuc
COc1ccc(NC(=O)CSc2ccc3ccccc3c2)cc1S(=O)(=O)N1CCCCC1,-4%,?,?,-5%,-9%,-59%,0%,-1%,96%[activator],4%
Cc1cc(C)n2nc(SCC(=O)Nc3ccccc3)nc2n1,-5%,0%&2%,14%,-1%,-2%,0%&0%,-2%,-2%,-6%,9%
O=C(c1ccccc1NS(=O)(=O)c1ccc(F)cc1)N1CCCC1,0%,1%,-29%,nt,-6%,-2%,-4%,-2%,2%,-9%
Cc1ccc(-n2ncc3c(SCC(=O)NNC(=O)C(C)C)ncnc32)cc1,8%,7.6µM*,-13%,3%,13%[1.84 µM],25%,6%,24%,0%,-10%
Cc1ccc(C)c(NC(=O)CSc2nnc(CNC(=O)c3ccco3)o2)c1,-3%,3%,-2%,0%,-5%,7%,-2%,-1%,-1%,-4%
Clc1cccc(N=C2NN=C(c3ccc4c(c3)OCCO4)CS2)c1,2.3µM*,2.1µM*,-32%,nt,3.5µM*,-68%[inhibitor],?,?,27%,?
O=C(O)C1=C[C@@H](c2ccc(F)cc2)C[C@@H](OCCCCO)O1,3%,-1%,-6%,8%,-2%,-1%,3%,-3%,0%,10%
O=C(CSc1cn[nH]n1)Nc1ccc(Cl)cc1Cl,1%,2%,0%,0%,10%,32%,3%,10%,2%,10%
